From PubChem BioAssay
VP16 counter: counter-screen for ROR gamma inhibitors: Gal4-VP16 reporter; Drosophila S2 Gal4-VP16 UAS-luciferase, luminescence, 20 h; Potency, µM (series often up to 53.6 µM), for the others: at the highest dose activity, negative = inhibition, usual class: inhibitors; 310,000 tested, 3.5% active;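 further: Gal4-VP16 expression switched on by copper sulfate through the metallothionein promoter; potency means the concentration at half of the fitted maximal effect; on the % scale 0 is the no-effect control and ±100 the full control effect; nearly all actives have a fitted effect of over 50% in size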
NPC1 prom act: activators of NPC1 promoter. Huh7 NPC1 promoter luciferase reporter, 24 h. Potency, µM (doses to about 9.22 µM), for inactives: at the top dose activation, hits mostly activators. 320,000 tested, 2.4% active. AID 485313;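 further: potency means the concentration at half of the fitted maximal effect; % of control where 0% means no effect; nearly all actives have a fitted effect of over 60% in size; reporter is driven by a mutant NPC1 promoter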
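Huh7 cells stably carrying NPC1 promoter–luciferase, plated in Opti-MEM with 10% FBS for 2 h, were exposed to compound in DMSO for 24 h at 37 °C; luciferase reagent was added for 10 min and luminescence read.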
FLuc modulator: firefly luciferase modulation, counter-screen for miR-21 project. purified FLuc, Km substrates, luminescence inhibition. Potency, µM (doses to about 57.5 µM), without a hit: at the highest dose activity change, negative = inhibition, actives largely listed as inhibitors. 360,000 tested, 6.9% active;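 further: potency means the concentration at half of the fitted maximal effect; plate controls were vehicle for no effect and reference inhibitor for full effect; nearly all actives have a fitted effect of over 55% in size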
Target sequence (P08659 whole entry, looked up): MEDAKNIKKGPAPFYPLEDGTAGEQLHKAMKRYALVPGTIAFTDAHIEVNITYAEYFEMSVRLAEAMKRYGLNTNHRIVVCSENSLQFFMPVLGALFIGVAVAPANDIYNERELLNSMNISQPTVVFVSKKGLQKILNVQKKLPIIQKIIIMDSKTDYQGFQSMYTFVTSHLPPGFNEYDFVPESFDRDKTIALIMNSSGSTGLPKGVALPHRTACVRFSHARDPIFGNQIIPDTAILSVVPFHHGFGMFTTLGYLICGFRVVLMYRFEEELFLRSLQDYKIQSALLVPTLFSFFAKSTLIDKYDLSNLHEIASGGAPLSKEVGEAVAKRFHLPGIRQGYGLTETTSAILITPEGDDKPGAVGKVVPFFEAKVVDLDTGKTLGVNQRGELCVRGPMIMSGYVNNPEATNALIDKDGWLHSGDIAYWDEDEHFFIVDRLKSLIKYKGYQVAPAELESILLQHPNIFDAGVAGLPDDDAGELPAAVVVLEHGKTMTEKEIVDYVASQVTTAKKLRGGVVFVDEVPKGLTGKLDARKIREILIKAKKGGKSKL
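Biochemical qHTS of compounds, final roughly 60 µM downward over six points, against 10 nM purified firefly luciferase using Km concentrations of substrates (10 uM D-luciferin, 10 uM ATP) in Tris acetate pH 7.5 buffer; luminescence output.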
Rab9 prom act: activators of Rab9 promoter | Huh7 Rab9 promoter-luciferase reporter, luminescence, 24 h | Potency, µM (doses to about 9.22 µM), for the others: at the highest dose activation, negative = inhibition, actives largely listed as activators | 320,000 tested, 2.8% active; further: potency means the concentration at half of the fitted maximal effect; % of control where 0% means no effect; nearly all actives have a fitted effect of over 60% in size
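Steps: seed 1500 Huh7 Rab9-luc cells per well, rest 2 h at 37 °C; add compound in DMSO; incubate 24 h; add luciferase reagent, 10 min ambient; read luminescence.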
Mito fusion act: inhibitors of mitochondrial division or activators of mitochondrial fusion | S. cerevisiae fusion-defective mutant growth rescue, CellTiterGlo 48 h | Potency, µM (doses to about 46.1 µM), inactives show at the highest dose growth rescue (activation), most hits filed as activators | 320,000 tested, 0.23% active;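 further: potency means the concentration at half of the fitted maximal effect; % of control where 0% means no effect; nearly all actives have a fitted effect of over 45% in size; temperature-sensitive fusion mutants such as fzo1-1 at 37 °C on non-fermentable ethanol glycerol medium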
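Temperature-sensitive fusion-defective S. cerevisiae (e.g. fzo1-1, mgm1-5) were grown with compound in YPEG medium (3% ethanol, 3% glycerol) for 48 hours at 37C. Growth rescue was measured as viability by CellTiterGlo luminescence after 10 minutes at ambient.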
MBNL1-CUG inh: blocks human MBNL1 binding to CUG repeat RNA; Potency, µM (doses to about 57.5 µM), inactives show at the highest dose activity change, negative = inhibition, most hits filed as inhibitors; AID 2675; TR-FRET MBNL1-His/biotin-(CUG)12 binding, 665/545 ratio; 280,000 tested, 0.036% active; active means well fitted inhibition curve with a large enough effect in the signal ratio, with a control signal flat, not every such curve was filed as active; inconclusive means small, poorly fitted or top-dose-only effect, or effect the other way, or a change in a side signal; inactive means no such curve, though single readings can be large or run the other way; the % refers to the signal ratio; further: potency means the concentration at half of the fitted maximal effect; on the % scale 0 is the no-effect control and ±100 the full control effect
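TR-FRET readout: Ex 340 nm, 665/545 nm emission ratio, normalized to buffer-only (basal) and MBNL1-(CUG)12 controls. Complex of MBNL1-His with Biotin-(CUG)12, compounds 92 nM–58 uM, incubated 60 min at room temperature.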
ELG1 DNA repair: ELG1-dependent DNA repair inhibition. HEK293T ELG1-luciferase reporter, luminescence, 16 h; DNA damage induced by 5-fluorouridine. Potency, µM (doses to about 46.1 µM), inactives show at the top dose activity change, negative = inhibition, usual class: inhibitors. 330,000 tested, 2.3% active. AID 504467; further: potency means the concentration at half of the fitted maximal effect; on the % scale 0 is the no-effect control and ±100 the full control effect; nearly all actives have a fitted effect of over 55% in size
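DMSO vehicle served as the neutral condition. Each well held 2,000 cells given 5-fluorouridine plus compound; after 16 hr at 37 °C/5% CO2, ONE-Glo was added and luciferase measured 30 min later.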
RORg inh: inhibitors of mouse ROR gamma transcriptional activity; Potency, µM (top dose mostly 53.6 µM), without a hit: at the highest dose activity change, negative = inhibition, most hits filed as inhibitors; AID 2551; 310,000 tested, 5.4% active; P51450; Drosophila S2 Gal4-RORgamma UAS-luciferase reporter, 20 h; further: potency means the concentration at half of the fitted maximal effect; on the % scale 0 is the no-effect control and ±100 the full control effect; nearly all actives have a fitted effect of over 60% in size
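Drosophila Schneider cells stably carrying a metallothionein-driven Gal4 DBD–ROR gamma fusion and a UAS-Photinus luciferase reporter were exposed to compound for 1 hr, then induced with copper sulfate (700 uM final) for 20 hr at ambient temperature before luminescence reading.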
PKM2 act: increases activity of human pyruvate kinase M2. Potency, µM (doses to about 57.5 µM), without a hit: top-dose activation, hits mostly activators. 260,000 tested, 0.34% active. purified PKM2, Kinase-Glo ATP luminescence, activation; response scale: 0% is enzyme alone, no compound. P14618. AID 1631; further: potency means the concentration at half of the fitted maximal effect; on the % scale 0 is the no-effect control and ±100 the full control effect; nearly all actives have a fitted effect of over 55% in size
Target sequence (P14618 whole entry, looked up): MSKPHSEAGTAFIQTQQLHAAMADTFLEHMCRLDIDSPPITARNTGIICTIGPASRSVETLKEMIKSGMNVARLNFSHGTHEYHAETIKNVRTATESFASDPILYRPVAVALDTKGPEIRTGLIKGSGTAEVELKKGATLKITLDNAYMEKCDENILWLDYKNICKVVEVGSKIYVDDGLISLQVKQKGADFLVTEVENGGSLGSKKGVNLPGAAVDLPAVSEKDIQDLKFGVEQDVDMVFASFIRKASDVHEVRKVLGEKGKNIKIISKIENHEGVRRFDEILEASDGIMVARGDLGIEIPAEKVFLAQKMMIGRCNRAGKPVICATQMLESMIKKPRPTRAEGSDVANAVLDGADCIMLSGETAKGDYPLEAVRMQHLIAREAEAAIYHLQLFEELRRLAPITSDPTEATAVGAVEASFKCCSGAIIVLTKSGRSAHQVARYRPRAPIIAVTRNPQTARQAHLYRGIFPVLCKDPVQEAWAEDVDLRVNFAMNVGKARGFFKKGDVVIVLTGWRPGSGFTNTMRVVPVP
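ATP formation by purified human PK-M2, quantified via coupled luciferase luminescence after 1 h at room temperature with 0.1 mM ADP and 0.5 mM PEP final.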
Menin MLL FP TR: displaces Texas Red mutant MLL peptide from human menin. O00255. Menin + Texas Red MLL mutant peptide, fluorescence polarization. Potency, µM (doses to about 61.6 µM), for the others: at the top dose FP activity change, negative = inhibition, actives largely listed as inhibitors. 270,000 tested, 0.23% active. AID 1768; active means well fitted inhibition curve with a large enough effect in the polarisation, with a control signal flat, not every such curve was filed as active; inconclusive means small, poorly fitted or top-dose-only effect, or effect the other way, or a change in a side signal; inactive means no such curve, though single readings can be large or run the other way; the % refers to the polarisation; further: potency means the concentration at half of the fitted maximal effect; % of control where 0% means no effect; many of its hits are not listed in these tables
KCNH2 3.1 block: KCNH2 3.1 (human) potassium channel inhibition; U2OS KCNH2 3.1, thallium flux FluxOr; stronger effect = lower value; activity change, % (tested at about 1.8 µM); 340,000 tested, 0.95% active; AID 720553;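 active means maximum activity change below -70%; inconclusive means maximum activity change from -70% to -50%; inactive means maximum activity change above -50%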;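 further: thallium influx rate constant from kinetic fluorescence after stimulation buffer; on the % scale 0 is the no-effect control and ±100 the full control effect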
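Thallium flux via FluxOr fluorescence (Red40 quencher, 45 min loading) in U2OS cells virally expressing the KCNH2 3.1 isoform (1.77 x 10^8 /mL virus, overnight at 37 C). Rate constants from 2-min kinetic reads post-stimulation, normalised to positive and negative controls.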
The depositor's hits bear a star; ? = inconclusive; / = no result given; [ ] = remark or other dose. Unless noted, the call rests on the fitted dose curve; in most records, active means well fitted curve in the direction sought with a large enough effect; inconclusive means small, poorly fitted or top-dose-only effect, or another doubt; inactive means no such curve, though single readings can be large; an effect the other way counts as inactive or inconclusive.

SMILES	VP16 counter	NPC1 prom act	FLuc modulator	Rab9 prom act	Mito fusion act	MBNL1-CUG inh	ELG1 DNA repair	RORg inh	PKM2 act	Menin MLL FP TR	KCNH2 3.1 block
Cc1ccc(NS(=O)(=O)c2ccc(C(=O)NCc3ccncc3)cc2)cc1	/	-5%	-2%	2%	4%	/	?	/	/	/	-9
Cn1c(C(O)c2ccc3c(c2)OCO3)nc2ccccc21 (stereo not given)	0%	-3%	0%	5%	-2%	-1%	-5%	4%	-4%	-10%	-9
COCCn1c(=NC(=O)C2COc3ccccc3O2)sc2cc(S(N)(=O)=O)ccc21 (stereo not given)	5%	-4%	3%	-5%	-3%	?	?	24%	20%	19%	-29
COC(=O)c1c(C(=O)OC)c2oc3ccccc3n2c1Cl	-1%	0%	4%	-2%	7%	-2%	?	-1%	2%	-5%	14
Cc1ccc(-c2cc3nc(-c4ccc(Br)cc4)cc(N)n3n2)cc1	-79%	-1%	-19%	-2%	26%	22%	-1%	?	0%	-28%	1
COC(=O)CCCC[C@@H]1SC[C@@H](NC(=O)OC)[C@@H]1NC(=O)OC	-3%	-2%	0%	-8%	0%	-6%	0%	-3%	-15%	-6%	9
Cc1c(OCC(=O)C(C)(C)C)ccc2c(-c3ccccc3)cc(=O)oc12	-8%	0%	5%	-5%	-30%[inhibitor]	?	?	?	0%	-2%	-2
COc1cc(C(=O)NCCSc2ccc(Cl)cc2)cc(OC)c1OC	8%	-6%	-1%	-5%	6%	-6%	?	9%	/	25%	-1
O=C(O)CCCCCCCCCCCc1ccccc1	-9%	0%	?	3%	2%	-15%	7%	-2%	8%	0%	-3
C=CCC(Nc1ccccc1)c1cccc(OC)c1OC (stereo not given)	8%	-7%	-12%	1%	1%	7%	?	11%	0%	/	0
COc1ccc(/C=N\NC(=O)c2ccc(=O)[nH]n2)cc1O	1%	0%	-7%	4%	-10%	?	-8%	8%	-9%	-13%	3
COc1ccc(N(C(=O)CNC(=O)c2ccco2)C(C(=O)NCC2CCCO2)c2ccccc2)cc1 (stereo not given)	2%	-7%	1%	-2%	1%	3%	-7%	1%	5%	-30%	3
CCOc1ccccc1C(=O)N/N=C/c1coc2ccc(C)cc2c1=O	-7%	4%	-1%	-1%	0%	-5%	10%	-45%	3%	/	-5
Clc1ccc(-c2nnc(N3CCCC3)nn2)cc1	-9%	?	1.2µM*	0.32µM*	7%	20%	?	27%[10 µM]	5%	12%	12
COc1ccc(S(=O)(=O)N2CCCC2CNC(=O)C(=O)NCc2ccccc2Cl)cc1 (stereo not given)	/	0%	-3%	-3%	8%	/	?	/	/	/	-15
CS(=O)(=O)N(CC(=O)N1CCc2ccccc2C1)Cc1ccc(F)cc1	-4%	1%	-2%	-5%	3%	-8%	8%	22%	-19%	-6%	-3
Cc1ccc(N2C(=O)C(CN(C)C)C2c2ccccc2)cc1 (stereo not given)	1%	6%	0%	3%	-3%	-14%	-6%	28%	-2%	-19%	-14
Cc1ccc(-n2nc(C)c3c(C)cc(=O)[nH]c32)cc1	4%	1%	-16%	1%	2%	3%	?	?	15%	/	-9
CNC(=O)CC1C(=O)N(c2ccc(OC)cc2)C(=S)N1NC(=O)c1cccc(F)c1 (stereo not given)	?	-5%	5%	-2%	-1%	33%[activator]	13%	7.1µM*	15%	/	9
COC(=O)N/N=C/c1c(C)c(C(=O)c2ccc(F)cc2)n2ccccc12	-11%	1%	4%	1%	11%	?	23µM*	0%	3%	8%	-38
O=C1NC(=S)N/C1=C/c1cccnc1	-13%	11%	-2%	0%	-3%	7%	?	13µM*	-2%	/	5
C#CCOCCOCCOCCNc1nc(N2CCOCC2)nc(N2CCN(C(=O)[C@H](CCCCN)n3cc([C@@H](N)C(C)CC)nn3)CC2)n1 (stereo not given in full)	0%	-5%	-3%	-3%	-2%	-13%	-18%	-8%	2%	-10%	2
CC(=O)N1c2ccc(S(=O)(=O)N3CCCCC3)cc2CC1C(=O)NCc1ccc(N(C)C)cc1 (stereo not given)	12%	0%	0%	3%	-1%	4%	3%	0%	/	/	-6
CCc1nnc(NC(=O)CSc2ncc(-c3ccccc3)n2CC)s1	?	2%	-6%	-3%	4%	2%	-15%	11µM*	-10%	-3%	-6
COc1cc(C)ccc1OCCCOc1c(Cl)cccc1Cl	-1%	-1%	-14%	-1%	7%	/	?	5%[10 µM]	1%	17%	-30
COc1ccc(C(=O)/C=C2/c3ccccc3CC(C)(C)N2C)cc1	-9%	-34%[inhibitor]	5.4µM*	-14%	-1%	6%	20%	19%	-4%	15%	-8
CCCCN1/C(=C/c2cccc[n+]2C)Sc2cc(NC(C)=O)ccc21	3%	2%	5%	0%	4%	?	11%	6%	/	6%	9
COc1ccc(OC)c(CCNC(=O)CCc2cn(C)c3ccccc23)c1	-1%	-5%	-1%	-46%[inhibitor]	-17%	1%	-3%	3%	/	?	4
O=C(Cn1c2c(c(-c3ccccc3)cc1=O)CCCC2)N1CCCCCC1	-9%	-4%	3%	-4%	?	?	5%	?	0%	-10%	15
Cc1ccc(S(=O)(=O)CC(C)(O)CS(=O)(=O)c2ccc(C)cc2)cc1	2%	1%	0%	-14%	-5%	-6%	-9%	1%	1%	/	-46
COc1ccc(C(=O)N2CCCC(Nc3ccc(C)c(C)c3)C2)cc1F (stereo not given)	-6%	-2%	6%	-1%	1%	-1%	?	8%	1%	-10%	1
COc1ccc(C2Nc3ccccc3C(=O)N2NS(=O)(=O)c2ccccc2)cc1OC (stereo not given)	0%	-5%	2%	4%	-2%	-4%	3%	-12%	0%	-14%	-50
CCN(CC)S(=O)(=O)c1cccc(-c2nnc(SCC(=O)N3CCC(C(=O)O)CC3)n2N)c1	3%	-6%	-1%	0%	11%	-1%	9%	-10%	-40%	7%	1
COc1ccccc1C1NC(=O)c2ccccc2O1 (stereo not given)	-3%	1%	0%	0%	4%	7%	8%	3%	0%	-13%	6
O=C1[C@H]2[C@@H](c3ccc(F)cc3)N3C(=O)N(c4cccc(Cl)c4)C(=O)[C@@]3(Cc3ccccc3)[C@H]2C(=O)N1C1CCCCC1	/	-4%	2%	1%	10%	/	-18%	/	/	/	-30
COc1ccc(C(C(=O)NC(C)(C)C)N(C(=O)CCC(=O)Nc2cc(C)on2)c2ccc(C)c(C)c2)cc1 (stereo not given)	1%	-5%	-1%	0%	9%	-1%	-15%	36%	4%	?	-2
COCCNC(=O)CCn1nc(-c2ccc(C)cc2)ccc1=O	-4%	2%	-2%	-7%	2%	21%	7%	-1%	/	-3%	-8
CN(C)CCOC(=O)C12CC3CC(C1)CC(C(=O)OCCN(C)C)(C3)C2	-3%	-9%	-2%	-5%	6%	-6%	15%	-2%	1%	/	9
COCCn1c(SCC(=O)N2CCCC2)nnc1-c1ccoc1C	2%	4%	13%	2%	-3%	-5%	-3%	9%	0%	-1%	-8
OC(CC#CCN1CCCC1)(c1ccccc1)c1ccccc1	-2%	1%	-1%	0%	-6%	-16%	8%	-16%	-6%	/	3
O=C(Nc1ccc(O)cc1C(=O)O)c1cccc(Br)c1	-3%	2%	21µM*	6%	1%	-24%	0%	-22%	-5%	?	18
CCN(CC)CCn1c2c(c(SCC(=O)Nc3cccc4ccccc34)nc1=O)CCC2	/	5%	4%	-3%	-3%	/	-4%	/	/	/	-34
COc1cc(C(=O)NCC(=O)NNC(=O)C2COc3ccccc3O2)cc(OC)c1OC (stereo not given)	/	-2%	0%	1%	2%	/	3%	/	/	/	13
CC(=O)c1cccc(NC(=O)CSc2nnc(C(C)N(C)C)n2-c2ccc(F)cc2)c1 (stereo not given)	8%	-4%	-1%	-3%	-4%	-2%	-1%	15%	0%	-6%	-2
Clc1ccc(C2=Nn3c(nnc3-c3n[nH]c4c3CCC4)SC2)cc1	-4%	-26%	4%	-15%	13%	-3%	1%	-24%	8%	1%[11.7 µM]	22

An excerpt, so the mix of outcomes need not match the whole.
